# CSN inh: blocks human CSN-mediated cullin deneddylation | AID 651999 | inhibition, % at 12.5 µM | 0.38% of 360,000 active | Purified CSN, SCF-Nedd8-OG deneddylation, fluorescence polarization;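 active = pattern-corrected inhibition above about 35%, with an unprinted fluorescence ratio check between 0.5 and 1.5, limit read from the data, passing the limit was not always enough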;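 note: 0% = enzyme with substrate and 100% = substrate without enzyme; some results filed as inactive read as strong as hits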
#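 Assay system: Purified human Csn5 enzyme expressed in HEK293T cells | Amount: Enzyme 0.24 nM | Measured by: Fluorescence polarization readout | Medium: Tris/NaCl/DTT buffer, pH 7.5 | Compound dosing: One concentration, 12.5 µM, 0.25% DMSO | Times: 90 min incubation of compound, enzyme and substrate at room temperature | Control set: no-enzyme wells high, enzyme-with-substrate wells low | Read-out: % inhibition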
# LMPTP inh: LMPTP (human) inhibition | P24666 | recombinant LMPTP-A, OMFP fluorogenic substrate, fluorescence intensity | inhibition, % at 20 µM | 0.22% of 360,000 active;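 active = compounds that cut the enzyme signal by at least half of the control window in the single-dose screen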;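 note: plate controls were DMSO wells with enzyme plus substrate for no effect and substrate without enzyme for full effect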
#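 material = LMPTP-A | quantity = 0.625 nM enzyme | reagent = OMFP substrate, 400 µM final | buffer or medium = Bis-Tris pH 6.0, DTT, detergent | detection = endpoint fluorescence intensity from OMFP dephosphorylation | dosing = single 20 µM dose | read-out basis = % inhibition relative to no-enzyme and uninhibited control wells | control set = no-enzyme and uninhibited controls | timing = 50 min at room temperature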
# NadD block: NadD (S. aureus) enzyme inhibition; purified NadD enzyme, colorimetric absorbance read-out; inhibition, % at 20 µM; 0.78% of 360,000 active; in the data active = inhibition above about 26%; note: some compounds past the cut are filed as inactive
# SUMO1-SIM PPI: modulators of human SUMO1-mediated protein-protein interactions; P63165; SUMO1 binding to a labelled peptide, TR-FRET, 1 h; inhibition, % at 20 µM; 0.33% of 360,000 active; AID 602429; in the data active = inhibition above about 37%
# Rpn11 inh: blocks the human proteasome subunit Rpn11; O00487; human 26S proteasome, Ub4-pepOG fluorescence polarization; 20S core pre-blocked with epoxomicin; calls only at 20 µM; 0.59% of 360,000 active;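 active = inhibition at 20 µM, scaled to each plate's controls, above about 33%, limit read from the data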
# DNMT1 inh: inhibitors of human DNMT1; inhibition (reported as % activation of signal), % at 10 µM; AID 588458; P26358; 0.83% of 360,000 active; DNMT1 molecular beacon, Hinp1I cleavage, fluorescence; in the data active = inhibition above about 50%
# Target sequence (P26358 504-1616 limits assumed): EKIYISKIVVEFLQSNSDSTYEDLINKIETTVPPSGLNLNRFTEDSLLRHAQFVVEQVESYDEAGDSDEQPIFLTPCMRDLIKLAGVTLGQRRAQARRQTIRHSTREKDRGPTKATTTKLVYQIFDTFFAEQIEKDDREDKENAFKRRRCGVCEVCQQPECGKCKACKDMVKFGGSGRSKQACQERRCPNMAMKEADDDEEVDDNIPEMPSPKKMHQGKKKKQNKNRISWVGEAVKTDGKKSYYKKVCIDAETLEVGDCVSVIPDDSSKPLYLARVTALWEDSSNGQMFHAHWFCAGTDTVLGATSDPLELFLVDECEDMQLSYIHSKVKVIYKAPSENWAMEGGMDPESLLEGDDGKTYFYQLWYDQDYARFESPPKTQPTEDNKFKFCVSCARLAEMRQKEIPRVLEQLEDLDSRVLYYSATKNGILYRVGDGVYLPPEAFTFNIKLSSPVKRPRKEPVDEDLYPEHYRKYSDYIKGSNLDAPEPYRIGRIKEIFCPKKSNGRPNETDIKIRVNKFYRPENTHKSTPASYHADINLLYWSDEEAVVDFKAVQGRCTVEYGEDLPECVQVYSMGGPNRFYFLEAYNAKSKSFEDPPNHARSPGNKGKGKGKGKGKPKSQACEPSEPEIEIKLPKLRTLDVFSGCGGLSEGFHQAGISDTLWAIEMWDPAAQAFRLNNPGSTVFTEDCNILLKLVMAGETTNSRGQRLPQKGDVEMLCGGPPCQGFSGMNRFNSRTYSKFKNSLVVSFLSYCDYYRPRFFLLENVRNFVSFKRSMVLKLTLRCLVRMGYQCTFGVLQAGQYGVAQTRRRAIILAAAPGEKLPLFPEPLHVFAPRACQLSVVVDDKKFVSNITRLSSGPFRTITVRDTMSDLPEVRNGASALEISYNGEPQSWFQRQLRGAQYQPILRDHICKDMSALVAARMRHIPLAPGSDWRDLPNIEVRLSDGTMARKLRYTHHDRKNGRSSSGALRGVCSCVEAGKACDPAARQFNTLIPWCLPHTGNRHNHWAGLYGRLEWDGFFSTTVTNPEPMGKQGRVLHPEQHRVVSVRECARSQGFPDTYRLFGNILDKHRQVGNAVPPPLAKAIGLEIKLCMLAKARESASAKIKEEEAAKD
# Tb MetRS inh: blocks T. brucei methionyl-tRNA synthetase activity; purified T. brucei MetRS, ATP depletion, Kinase-Glo luminescence; inhibition, % at 11.9 µM; 0.4% of 360,000 active; AID 624268;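 active = inhibition above a per-plate cutoff of the control wells' mean inhibition plus 3 SD, cut at about 5.5% in these data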;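 note: 0% = DMSO wells median and 100% = median of wells with control inhibitor compound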
#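 Material: parasite MetRS enzyme / Replication: singlicate, one well per compound / Signal: luminescence of leftover ATP / Schedule: 2 h aminoacylation at 25 °C after 15 min preincubation / Medium: HEPES-MgCl2-KCl buffer plus DTT, spermine, BSA, pyrophosphatase / Doses: 11.9 µM single point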
# MLLE-PAM2 inh: inhibitors of microRNA-mediated deadenylation, human PABP1 MLLE binding; P11940; GST-MLLE / FITC-PAM2 fluorescence polarization; inhibition, % at 20 µM; 0.36% of 360,000 active; AID 588489; in the data active = inhibition above about 35%, passing the limit was not always enough;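 note: plate controls were DMSO wells with GST-MLLE for no effect and wells lacking GST-MLLE protein for full effect; some results filed as inactive read as strong as hits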
# STEP inh: inhibitors of human striatal-enriched phosphatase STEP | P54829 | recombinant STEP, OMFP fluorogenic substrate, fluorescence | inhibition, % at 20 µM | 0.25% of 360,000 active | AID 588621;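 active = inhibition at 20 µM, scaled per plate between control wells, above about 37%, limit read from the data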;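 note: 0% = DMSO with enzyme and substrate and 100% = substrate only without enzyme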
#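 material = STEP tyrosine phosphatase | reagent = fluorogenic phosphatase substrate OMFP at 25 µM final | doses = single compound dose of 20 µM, 1% DMSO final | schedule = 20 min reaction, room temperature, in the dark | measured by = fluorescence, 480/540 nm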
# Scp-1 inhibitor: inhibitors of human Scp-1 phosphatase. Recombinant Scp1, phosphopeptide, malachite green phosphate absorbance. inhibition, % at 20 µM. 0.88% of 340,000 active;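 active = inhibition above about 50% at 20 µM, limit read from the data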;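 note: plate controls were DMSO wells with enzyme for no effect and wells lacking enzyme for full effect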
#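 System: truncated SCP-1 phosphatase (76-261aa); medium: Tris acetate buffer pH 5.5 with MgCl2 and Tween-20; incubation: 45 min room-temperature reaction, 5 min colour, 30 min stabiliser; compound: single 20 µM dose, 1% DMSO; reagent: Phosphorylated 17-residue peptide substrate; read-out: % inhibition at 20 µM; technique: colorimetric free-phosphate detection, absorbance 630 nm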
# Numbers without * were called inactive; i = inactive; / = no result given; & = joins results of further samples. A portion of the library; the hit share may differ from the screen's.
SMILES,CSN inh,LMPTP inh,NadD block,SUMO1-SIM PPI,Rpn11 inh,DNMT1 inh,Tb MetRS inh,MLLE-PAM2 inh,STEP inh,Scp-1 inhibitor
O=c1cccc2n1CC1CC2CN(Cc2ccc3c(c2)OCO3)C1 (stereo not given),3,0.1,2,-2,i,4,-0.1,2,-1,0
C[N+]1(C)[C@@H]2CC(OC(=O)[C@H](CO)c3ccccc3)C[C@H]1[C@@H]1O[C@@H]12 (stereo not given in full),-2&0,-1.5&-0.8,1&-1,0&0,i,16&1,-0.3&-0.9,9&-10,4&-2,-1&-12
CC(C)C(=O)c1cn(Cc2ccccc2C#N)c2ccccc12,-3,-1.1,-3,-6,i,-1,0.0,-11,7,-9
O=c1[nH]c(=S)n(-c2ccccc2F)c(O)c1C=NCc1ccco1,4,-0.4,-2,3,i,10,0.5,4,-2,-5
Cc1ccc(O)c(CN2CCC3CCC(C3)C2)c1 (stereo not given),-1,-0.4,-1,0,i,3,0.2,-12,-3,-3
CCCCn1c(O)c(C(=O)/C=C/c2c[nH]c3ccccc23)c(=O)[nH]c1=O,-76,3.8,10,-45,/,-1,0.2,i,-35,-14
CCOC(=O)C1(CCOc2ccccc2)CCN(Cc2ccccc2OC)CC1,0,-0.4,-2,-2,i,2,-0.7,17,0,-5
Cc1c(C(=O)O)cc(-c2ccccc2)n1Cc1ccccc1,3,1.8,-6,0,i,1,0.0,-2,-4,-12
CCC12CN3CCN(CC(C3)/C1=N\O)C2,-5,-2.2,-5,-2,i,4,-0.9,-7,-4,-12
CCOc1ccc(NC2=NCCCS2)cc1,-5,-1.5,-10,-1,i,-2,-0.1,6,-3,-1
CN1C(=O)C2C[C@@]3(Br)c4ccccc4N(OOSc4ccccc4)[C@H]3N2C(=O)[C@@H]1Cc1ccccc1 (stereo not given in full),1,1.5,4,2,i,-2,-0.1,10,0,-2
O=[N+]([O-])c1ccc(Cl)c(Cl)c1Cl,1,-0.2,2,-15,i,-2,-1.0,7,1,-3
C=C(COC(C)=O)CC1CC(O)[C@]2(C)OC3CC4OC5C[C@]6(C)O[C@]7(C)CCC8OC9C[C@]%10(C)OC%11C(C)=CC(=O)OC%11CC%10OC9C[C@@H](C)C8OC7CC6O[C@]5(C)C/C=C\C4OC3CC2O1 (stereo not given in full),-4,0.8,-10,-1,i,-26,-0.1,3,1,-8
O=C(NC12CC3CC(CC(C3)C1)C2)OC1CN2CCC1CC2 (stereo not given),2,0.5,-3,3,i,1,-0.2,-28,-1,-4
O=c1[nH]c(=S)n(-c2ccc(Cl)cc2)c(O)c1C=Nc1ccc(N2CCOCC2)cc1,9,1.0,11,17,i,-12,-0.5,84,-4,-1
COC(=O)C1=C(c2ccc(S(C)(=O)=O)cc2)C[C@@H]2CC[C@H]1N2C(=O)NCCS(C)=O (stereo not given in full),3,-1.4,-1,5,i,-2,0.7,4,-3,-3
N#Cc1ccc(C(=O)N2Cc3cnnn3-c3ccccc3C2C#N)cc1 (stereo not given),-1,-1.8,-3,2,i,1,0.2,2,2,8
C=C1C(=O)O[C@H]2[C@H]1[C@H](OC(=O)CC(=O)O[C@@H]1C[C@@H](C)[C@@H]3C=CC(=O)[C@@]3(C)[C@H]3OC(=O)C(=C)[C@H]13)C[C@@H](C)[C@H]1C=CC(=O)[C@]12C,8,0.0,9,6,i,24,-0.3,7,-2,37
CC(N)C(=O)OC(C)(C)Cc1ccc(Cl)cc1 (stereo not given),-11,-2.6,-2,1,i,-1,-1.1,4,1,-9
CCn1c(=O)cc(SCC(=O)N2CCC3(CC2)OCCO3)c2ccccc21,5,0.0,-1,1,i,1,-0.4,10,-1,-3
COc1ccc(C2(c3cccc(O)c3OC)CCN(C(C)=O)CC2)cc1O,0,-1.4,1,3,i,2,-0.2,-11,-2,-2
Cc1cc2c(cc1C)NP(=S)(c1ccccc1)N2,3,1.9,1,1,i,-5,0.6,19,0,-10
Cc1ccc(OC(=O)N(C)C[C@H]2OCc3cnnn3CCCC(=O)N([C@@H](C)CO)C[C@H]2C)cc1,-2,-0.9,-6,4,i,6,-1.4,-8,-2,/
Cn1c2ccccc2c2c(C(=O)N3CCC4(CC3)OCCO4)cn(C3CCCCC3)c(=O)c21,0,1.2,-1,0,i,-3,-0.1,4,1,20
CN(C)C(Cc1ccccc1)C(=O)c1ccccc1 (stereo not given),-4,-0.4,4,1,i,0,-1.1,-2,-2,-2
C[C@]12CCC3C(CC[C@@H]4[C@H]5O[C@H]5CC[C@]34C)C1CC[C@@H]2O (stereo not given in full),-5,-0.5,-1,0,i,4,0.0,20,0,-7
COc1ccccc1-n1c(Cc2ccccc2)nc2ccccc2c1=O,-10,-0.5,1,2,i,0,-0.9,0,-2,-6
COc1ccc(CNC(=O)CCC(=O)N2C[C@H]3C[C@H](C2)c2cccc(=O)n2C3)cc1OC,-2,0.0,-4,0,i,-2,-2.6,6,-4,1
O=C(c1ccc2c3c(cccc13)CC2)C1CCCN(Cc2ncc[nH]2)C1 (stereo not given),-5,2.2,5,-8,i,-2,0.6,-17,2,-8
C#C[C@]1(O)CCC2C3CC=C4C[C@H](O)CC[C@]4(C)C3CC[C@@]21C (stereo not given in full),0,-0.6,-2,9,i,-2,0.0,-6,2,-8

# The last 2 entries of the part before lead into the next:
SMILES,CSN inh,LMPTP inh,NadD block,SUMO1-SIM PPI,Rpn11 inh,DNMT1 inh,Tb MetRS inh,MLLE-PAM2 inh,STEP inh,Scp-1 inhibitor
O=C(c1ccc2c3c(cccc13)CC2)C1CCCN(Cc2ncc[nH]2)C1 (stereo not given),-5,2.2,5,-8,i,-2,0.6,-17,2,-8
C#C[C@]1(O)CCC2C3CC=C4C[C@H](O)CC[C@]4(C)C3CC[C@@]21C (stereo not given in full),0,-0.6,-2,9,i,-2,0.0,-6,2,-8
CC(C)C/C(=N/O)c1c[nH]c2ccccc12,-3,-0.4,5,1,i,-6,0.6,-6,0,0
c1ccc(C[n+]2ccccc2)cc1,-7,-1.8,-3,-1,i,5,0.0,-4,-2,3
O=C(c1ccc(Cl)cc1)C12CN3CN(CN(C3)C1)C2,-1,-2.7,6,1,i,1,-0.1,0,3,-4
CCCCn1c(NC(=O)c2ccc(Br)o2)c(C(=O)OCC)c2nc3ccccc3nc21,21,1.5,9,45*,i,70*,3.5,-26,-1,-3
C[C@]12CCC3[C@@H](CCC4=CC(=O)CC[C@@]43C=O)C1CCC2=O (stereo not given in full),1,0.9,-3,2,i,3,-1.6,-4,-2,2
Cc1ccc(C(=O)O)cc1N=Nc1c(O)[nH]c(=O)[nH]c1=O,4,-0.4,2,-9,i,0,-0.7,-12,1,4
CC(C)(C)C(=O)Cn1c(NCCCl)nc2ccccc21,5,3.3,-2,-2,i,-3,-1.0,-1,-1,-9
Cc1nc(-c2cccc(CN(C)C(=O)Oc3ccc([N+](=O)[O-])cc3)c2)no1,-3,-2.3,-10,-22,/,/,-0.4,/,/,/
CN1C(=O)C(=Cc2cccnc2)C(=O)N(C)C1=O,1,-2.0,-2,-1,i,-3,-0.6,14,4,-7
COc1cccc(N2C(=O)NC(=O)/C(=C/c3ccc4c(c3)Cc3ccccc3-4)C2=O)c1,6,-1.4,4,-10,i,-6,0.2,11,3,7
O=C(N/N=C/c1c(O)n(Cc2ccccc2)c(=O)[nH]c1=O)c1ccncc1,14,-1.0,-5,-16,i,-1,-0.6,-57,-1,-7
CC(C)COC(=O)N1Cc2ccccc2-n2nncc2C1,-1,-0.8,3,2,i,2,-0.9,-6,1,/
O=C(COc1ccc(Cl)cc1)NCCc1cnc[nH]1,3,-1.7,-1,7,i,1,1.1,-6,0,-16
COC12C(COC(N)=O)C3=C(C(=O)C(C)=C(N)C3=O)N1CC1C2N1C (stereo not given),2,-0.7,-2,-22,i,-10,-0.9,18,0,4
Oc1ccc2c3c1O[C@H]1c4[nH]c5ccccc5c4C[C@@]4(O)[C@@H](C2)N(CC2CC2)CC[C@]314,-3,-0.8,-6,6,i,1,2.6,1,1,-9

# Three records drawn at random from those above:
SMILES,CSN inh,LMPTP inh,NadD block,SUMO1-SIM PPI,Rpn11 inh,DNMT1 inh,Tb MetRS inh,MLLE-PAM2 inh,STEP inh,Scp-1 inhibitor
COc1cccc(N2C(=O)NC(=O)/C(=C/c3ccc4c(c3)Cc3ccccc3-4)C2=O)c1,6,-1.4,4,-10,i,-6,0.2,11,3,7
CC(C)C/C(=N/O)c1c[nH]c2ccccc12,-3,-0.4,5,1,i,-6,0.6,-6,0,0
Oc1ccc2c3c1O[C@H]1c4[nH]c5ccccc5c4C[C@@]4(O)[C@@H](C2)N(CC2CC2)CC[C@]314,-3,-0.8,-6,6,i,1,2.6,1,1,-9

# Later entries:
SMILES,CSN inh,LMPTP inh,NadD block,SUMO1-SIM PPI,Rpn11 inh,DNMT1 inh,Tb MetRS inh,MLLE-PAM2 inh,STEP inh,Scp-1 inhibitor
CCC(C)n1c(O)c(C(c2ccccn2)c2c(O)n(C(C)CC)c(=S)[nH]c2=O)c(=O)[nH]c1=S (stereo not given),-2,2.2,2,-11,i,-7,0.6,28,1,-8
CC(=O)c1ccc(OCC(=O)N2CCCC(N(C)Cc3ccccc3)C2)cc1 (stereo not given),0,0.8,-2,0,i,0,-0.2,5,-1,-13
Cc1ccc(-n2nc(C)c3c2NC(=O)CSC3c2ccc3c(c2)OCO3)cc1 (stereo not given),-2,0.1,14,11,i,-6,-0.8,21,5,-5
O=C(Nc1cccc(C(F)(F)F)c1)c1cccn(Cc2ccc3c(c2)OC(F)(F)O3)c1=O,-2,6.2,-3,3,i,-18,0.1,7,0,-10
CCC1(CCO)C(=O)NC(=S)NC1=O,2,-1.7,-4,-2,i,-1,-0.2,28,-2,1
CN1C(=O)C(=Cc2ccccc2OCCOc2ccc([N+](=O)[O-])cc2)C(=O)N(C)C1=O,1,0.4,5,-4,i,-2,-0.1,5,4,-7
O=C1NC(=O)N(c2ccc3c(c2)OCO3)C(=O)/C1=C\c1ccc(N2CCCCC2)o1,89*,13,3,-91,/,1,-0.2,-163,3,-3
CN(C)c1ccc(NC(=O)CN2C(=O)CN=C(c3ccccc3)c3ccccc32)cc1,-1,-0.1,16,-8,i,5,-0.5,15,-2,-6
CCCCCCn1c(O)c(/C=N/N2CCCCCC2)c(=O)[nH]c1=O,2,-0.2,6,-3,i,-5,-0.1,-8,2,-7
